Bim-Bcl-2 – inhibitors of Bim-Bcl-2 binding, primary screen, biochemical, multiplexed, human Bcl-2 family. Bead-based flow cytometry, Bim peptide-Bcl-2 binding. 190,000 compounds, 0.06% hits. inhibition, % at 10 µM. AID 950, 2007; in the data active = inhibition above about 40%; inconclusive = no clear call, values can overlap the other calls;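 also: 0% = no compound wells with probe peptide and 100% = reference peptide inhibitor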
Rac1 act GTP bind – GTP binding modulators of activated mutant Rac1, primary screen, biochemical, bead-based flow cytometry, multiplex, fluorescent GTP | percent activity (GTP binding), % at 10 µM | GST-Rac1 activated beads; actives lie on both sides; 100% means binding = to untreated wells | 190,000 compounds, 0.11% hits;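 active = GTP binding at least 20 percentage points away from the 100% baseline, in either direction, so actives lie on both sides; inconclusive = Compound likely fluorescent itself, or too few beads counted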
Bcl-B Bim block – inhibitors of Bim-Bcl-B binding, primary screen, biochemical, multiplexed, human Bcl-2 family; 190,000 compounds, 0.073% hits; Bcl-2-like protein 10 (Homo sapiens), Q9HD36; inhibition, % at 10 µM; bead-based flow cytometry, Bim peptide-Bcl-B binding; AID 951, 2007;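 also: 0% = tracer peptide without compound and 100% = reference inhibitor peptide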
Target sequence (Q9HD36 whole entry, looked up): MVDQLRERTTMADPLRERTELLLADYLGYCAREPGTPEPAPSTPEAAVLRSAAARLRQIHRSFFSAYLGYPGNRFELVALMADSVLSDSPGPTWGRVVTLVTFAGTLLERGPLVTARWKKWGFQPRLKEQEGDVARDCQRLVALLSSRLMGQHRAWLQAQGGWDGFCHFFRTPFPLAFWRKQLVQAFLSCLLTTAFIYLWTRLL
Rab2A wt mod – modulators of GTP binding to Rab2A wildtype, primary screen, biochemical, dog, bead-based flow cytometry, multiplex. GST-Rab2 wt beads, Bodipy-GTP binding. GTP binding activity, % at 10 µM. 190,000 compounds, 0.19% hits. AID 760, 2007;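 active = GTP binding activity at least 20 points away from 100%, either lowered or raised; inconclusive = signal likely due to the compound's own green fluorescence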;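 also: 0% = beads with excess unlabeled GTP and 100% = no-compound control corrected for plate trend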
HRas wt GTP bind – modulators of GTP binding to HRas wildtype, primary screen, biochemical, bead-based flow cytometry, multiplex. 190,000 compounds, 0.14% hits. GST-Ras wt beads, Bodipy-FL-GTP binding; actives lie on both sides. GTPase HRas (Homo sapiens), P01112. GTP binding activity, % at 10 µM;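 active = GTP binding activity at least 20% away from the 100% baseline, either lowered as inhibitor or raised as activator; inconclusive = flagged as likely green fluorescent, judged across all proteins in the well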;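 also: 0% = unlabeled GTP competition control and 100% = no-compound control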
Target sequence (P01112 whole entry, looked up): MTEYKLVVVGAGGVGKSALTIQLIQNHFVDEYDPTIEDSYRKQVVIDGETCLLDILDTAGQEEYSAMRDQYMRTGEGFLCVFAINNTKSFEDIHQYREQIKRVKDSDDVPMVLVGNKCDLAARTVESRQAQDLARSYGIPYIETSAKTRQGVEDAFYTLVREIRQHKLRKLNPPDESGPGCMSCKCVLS
Rab7 wt modul – modulators of GTP binding to Rab7, primary screen, biochemical, wildtype, multiplex bead flow cytometry. GTP binding activity (percent of control), % at 10 µM. Rab7 GTPase wild type (dog), Bodipy-FL-GTP binding. GST-Rab7 beads, fluorescent GTP binding; actives lie on both sides; untreated = 100%, excess cold GTP = 0%. 190,000 compounds, 0.055% hits;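 active = fluorescent GTP binding to Rab7 beads changed by at least 20 points from the 100% baseline, either direction, mostly lower; inconclusive = compound itself probably fluorescent, or too few beads counted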;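 also: median green fluorescence of bound Bodipy-FL-GTP per Rab7 bead population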
Bcl-W Bim block – inhibitors of Bim binding to Bcl-W, primary screen, biochemical, multiplexed, bead-based flow cytometry; Bcl-2-like protein 2 (Homo sapiens), Q92843; Bim peptide-Bcl-W binding; inhibition, % at 10 µM; 190,000 compounds, 0.02% hits; AID 952, 2007;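 also: 0% = bound tracer without compound and 100% = peptide blocker; higher means less fluorescent Bim peptide bound to Bcl-W beads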
Target sequence (Q92843 whole entry, looked up): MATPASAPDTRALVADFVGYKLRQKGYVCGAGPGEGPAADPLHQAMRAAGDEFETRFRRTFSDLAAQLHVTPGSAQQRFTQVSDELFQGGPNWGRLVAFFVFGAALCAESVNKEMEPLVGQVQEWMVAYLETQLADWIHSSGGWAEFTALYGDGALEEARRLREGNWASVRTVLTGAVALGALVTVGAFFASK
Bim-Bcl-XL – inhibitors of Bim-Bcl-XL binding, primary screen, biochemical, multiplexed, bead flow cytometry, human Bcl-XL. AID 1007, 2008. inhibition, % at 10 µM. 190,000 compounds, 0.04% hits. Bcl-2-like protein 1 (Homo sapiens), Q07817. Bim peptide-Bcl-XL binding, fluorescence
Target sequence (Q07817 whole entry, looked up): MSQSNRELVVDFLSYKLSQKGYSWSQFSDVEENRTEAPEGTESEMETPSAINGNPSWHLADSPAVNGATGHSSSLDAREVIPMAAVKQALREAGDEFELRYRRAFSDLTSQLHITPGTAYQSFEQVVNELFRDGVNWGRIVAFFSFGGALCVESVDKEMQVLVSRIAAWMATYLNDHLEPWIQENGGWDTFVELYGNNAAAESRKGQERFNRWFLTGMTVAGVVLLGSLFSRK
Cdc42 wt – modulators of GTP binding to wildtype Cdc42, primary screen, biochemical, multiplex bead flow cytometry, Bodipy-GTP | GST-Cdc42 beads; actives lie on both sides | percent activity (GTP binding), % at 10 µM | 190,000 compounds, 0.2% hits;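 active = percent activity GTP binding at least 20 points away from the 100% baseline, either down as inhibitor or up as activator; inconclusive = compound flagged as likely green fluorescent from well-wide comparison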;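 also: median bead fluorescence of bound Bodipy-FL-GTP at 100 nM; 0% = excess unlabeled GTP control and 100% = no compound control; below 100% means less GTP binding so inhibitor and above means activator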
Target sequence (P60953 whole entry, looked up): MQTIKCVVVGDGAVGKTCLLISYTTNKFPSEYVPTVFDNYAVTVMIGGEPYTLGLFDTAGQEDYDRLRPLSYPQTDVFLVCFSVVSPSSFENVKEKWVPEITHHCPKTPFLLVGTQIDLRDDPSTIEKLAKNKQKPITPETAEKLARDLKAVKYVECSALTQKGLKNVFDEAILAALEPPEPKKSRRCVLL
Rac1 wt GTP bind – wildtype Rac1 GTP binding modulators, primary screen, biochemical, GST-Rac1 beads, flow cytometry, multiplex. 190,000 compounds, 0.27% hits. fluorescent GTP binding; actives lie on both sides; 0 = cold GTP competed, 100 = untreated. Ras-related C3 botulinum toxin substrate 1 (Homo sapiens), P63000. GTP binding activity (% of control), % at 10 µM;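 active = GTP binding activity at least 20 points away from the 100% control level, either lower or higher; inconclusive = compound flagged as likely green fluorescent, judged across all proteins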
Bfl-1 Bim block – inhibitors of Bim binding to Bfl-1, primary screen, biochemical, multiplexed, bead-based flow cytometry; Bcl-2-related protein A1 (Homo sapiens), Q16548; Bim-Bfl-1 binding inhibition; inhibition, % at 10 µM; 190,000 compounds, 0.12% hits;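 also: 0% = wells without compound plus tracer and 100% = blocker peptide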
Active calls of the source: *; u = inconclusive. Rule as the data show it, unless noted: active = inhibition above about 40%.

SMILES | Bim-Bcl-2 | Rac1 act GTP bind | Bcl-B Bim block | Rab2A wt mod | HRas wt GTP bind | Rab7 wt modul | Bcl-W Bim block | Bim-Bcl-XL | Cdc42 wt | Rac1 wt GTP bind | Bfl-1 Bim block
Cc1ccc(-c2ccc(/C=N/n3cnnc3)o2)cc1Cl | -8 | 92 | -7 | 93 | 97 | 95 | 0 | -5 | 95 | 93 | -15
O=C(O)c1c2c(nc3ccc(Cl)cc13)CCC2 | 1 | 96 | 3 | 98 | 95 | 98 | 4 | 2 | 99 | 98 | -1
COc1cc(C2C(C#N)=C(C)NC3=C2C(=O)c2ccccc23)cc(OC)c1OC (stereo not given) | 0 | 97 | 0 | 97 | 98 | 97 | 0 | -1 | 100 | 97 | -2
COc1ccc2nc(NC(=O)c3cccc(-c4cc5ccccc5oc4=O)c3)sc2c1 | -6 | 97 | -10 | 99 | 100 | 96 | -8 | -5 | 102 | 104 | -1
Cc1ccc(CNC(=O)COC(=O)[C@@H]2CC(O)CN2S(=O)(=O)c2ccc3c(c2)OCCO3)cc1 (stereo not given in full) | -3 | 101 | -3 | 99 | 101 | 100 | 0 | -3 | 97 | 102 | 0
CCCCNc1c(C(=O)OCC)c(=O)[nH]c2ccccc12 | -10 | 104 | -5 | 106 | 106 | 105 | 2 | -8 | 109 | 108 | -15
CC(C)C1=CC(=NS(=O)(=O)c2cccc([N+](=O)[O-])c2)C=C(C(C)C)C1=O | -7 | 91 | -10 | 95 | 99 | 95 | 0 | -4 | 97 | 94 | -11
COc1ccc2oc(=O)c(C(=O)NCC3CCCO3)cc2c1 (stereo not given) | 0 | 98 | -7 | 98 | 101 | 101 | -2 | -2 | 104 | 104 | 0
COc1cccc2sc(NC(=O)c3ccc(Br)s3)nc12 | -5 | 100 | -3 | 101 | 104 | 105 | 1 | -15 | 104 | 111 | -12
CC1CCN(C(=S)c2cccc([N+](=O)[O-])c2)CC1 | 0 | 90 | -13 | 101 | 93 | 108 | 0 | -3 | 95 | 96 | 1
COc1cccc(C(=O)CSc2nnc(-c3ccco3)n2CC2CCCO2)c1 (stereo not given) | 2 | 98 | 1 | 98 | 98 | 96 | 0 | 1 | 97 | 100 | 0
Fc1ccc(NC(=S)Nc2cc(-c3ccccc3)[nH]n2)cc1Cl | 2 | 93 | -7 | 98 | 96 | 104 | -4 | -4 | 96 | 98 | -2
CC1=C(C(=O)OCC2CCCO2)C(c2ccncc2)C2=C(CCCC2=O)N1 (stereo not given) | -6 | 101 | -4 | 102 | 102 | 103 | 0 | -4 | 103 | 112 | -9
O=C(CSc1nc2ccccc2[nH]1)N1CCN(c2ccccc2)CC1 | -14 | 101 | -11 | 104 | 103 | 99 | -2 | -9 | 103 | 106 | -13
CCOC(=O)c1cc(-c2ccc(/C=C3/C(=O)NC(=O)C(C#N)=C3C)o2)ccc1Cl | 2 | 94 | 1 | 95 | 95 | 97 | 1 | -1 | 95 | 95 | 7
CCOC(=O)N1CCC(NC(=O)C2CCCN2C(=O)OCc2ccccc2)CC1 (stereo not given) | -2 | 103 | -8 | 100 | 102 | 103 | -1 | -11 | 105 | 104 | -8
CC(O)CNc1nc2ccccc2n1CC(=O)N1CCN(Cc2ccccc2)CC1 (stereo not given) | -3 | 97 | -1 | 98 | 99 | 97 | -1 | -4 | 95 | 101 | -7
CC(=O)Nc1ccc(OCc2ccc(S(=O)(=O)Cc3ccccc3)cc2)cc1 | -2 | 92 | -1 | 100 | 95 | 108 | -1 | 1 | 95 | 98 | -3
CC(CN1CCOCC1)OC(=O)C(C)(c1ccccc1)c1ccccc1 (stereo not given) | -5 | 98 | -4 | 95 | 98 | 100 | -3 | -3 | 103 | 107 | -4
CCOC(=O)Cc1csc(NC(=O)c2sc3nc4cc(C)ccc4cc3c2N)n1 | -7 | 96 | -2 | 96 | 96 | 98 | 0 | 0 | 95 | 98 | -16
CC(C)(C)c1ccc(-c2nn(CCC#N)cc2/C=N/O)cc1 | -5 | 94 | 0 | 96 | 90 | 100 | -2 | -1 | 93 | 96 | 3
CCOC(=O)C1CCCN(C(=O)c2sc3nc(-c4ccc(F)cc4)cn3c2C)C1 (stereo not given) | -12 | 99 | -10 | 98 | 100 | 100 | -2 | -10 | 99 | 103 | -14
Cn1c(=O)n(CC(=O)Nc2ccccc2)c2ccccc21 | 0 | 105 | 0 | 104 | 106 | 101 | 0 | 1 | 108 | 115 | 0
CC(C)O/N=C1\C(=O)N(c2ccccc2)c2ccccc21 | -1 | 95 | -1 | 99 | 100 | 108 | -4 | 1 | 100 | 102 | -1
Cn1c(N)c(C(=O)COC(=O)c2cc(-c3ccco3)nc3ccccc23)c(=O)n(Cc2ccccc2)c1=O | 13 | 94 | -7 | 96 | 100 | 100 | 5 | -3 | 98 | 97 | 20
Cc1ccc(S(=O)(=O)N2CCCCC2)cc1NC(=O)CSc1nncn1-c1ccccc1 | -1 | 93 | -3 | 91 | 94 | 95 | 0 | 0 | 95 | 94 | -3
CCOc1ccc(NC(=O)Cc2ccccc2)c([N+](=O)[O-])c1 | 0 | 98 | -1 | 98 | 100 | 99 | -4 | -6 | 102 | 103 | 4
COc1ccc(NC(=O)C(Cc2ccccc2)NC(=O)c2ccco2)cc1OC (stereo not given) | -7 | 99 | -5 | 97 | 102 | 101 | 5 | -8 | 103 | 107 | -6
CCCC12C(=O)C(C)(C(c3ccccc3)=C1c1ccccc1)C1C(=O)N(c3ccc(C)cc3)C(=O)C12 (stereo not given) | -2 | 102 | -6 | 100 | 101 | 99 | -3 | -3 | 98 | 102 | 1
CC(=O)N1CCc2cc(S(=O)(=O)NCCC(=O)NCCc3ccc(C)cc3)ccc21 | -5 | 102 | -6 | 101 | 100 | 99 | -1 | -5 | 105 | 108 | -18
Nc1ccc(Sc2ccccc2CC(=O)O)cc1 | -5 | 100 | -3 | 98 | 100 | 102 | -2 | -4 | 99 | 100 | -14
Cc1c(NC(=O)CC2NC(=O)NC2=O)c(=O)n(-c2ccccc2)n1C (stereo not given) | 0 | 97 | -4 | 98 | 97 | 94 | -5 | -13 | 98 | 98 | 2
Cc1nn(C)c(=O)n1-c1ccc(OCc2ccccc2)cc1 | 1 | 98 | -2 | 97 | 100 | 97 | -1 | -3 | 101 | 99 | -1
CCn1cc(/C=C2/SC(=S)NC2=O)c(C)n1 | -2 | 98 | -5 | 96 | 95 | 96 | -5 | -9 | 98 | 102 | -2
CN1CCN(c2ccc(NC(=O)c3ccc4c(c3)OCCO4)cc2Cl)CC1 | 1 | 98 | -5 | 96 | 96 | 97 | -2 | -3 | 99 | 99 | -11
COc1ccc(/C(C)=N/Nc2cccc(C(=O)O)c2)cc1OC | -5 | 94 | -3 | 95 | 94 | 97 | -3 | 0 | 95 | 96 | -5
Cc1onc(-c2ccccc2)c1C(=O)Nc1nnc(N2CCCCCC2)s1 | -7 | 96 | -12 | 98 | 99 | 103 | -2 | -5 | 98 | 100 | -13
CC1C/C(=C/c2cccn2C)C(=O)/C(=C/c2cccn2C)C1 (stereo not given) | 0 | 98 | 0 | 99 | 97 | 91 | 3 | 3 | 99 | 99 | 9
Cc1ccc(C(=O)C(c2ccccc2)N2Cc3ccccc3C2=N)cc1 (stereo not given) | -2 | 100 | -5 | 99 | 99 | 102 | -4 | -2 | 98 | 104 | 0
O=[N+]([O-])c1ccc(Sc2ccccc2)nc1 | -6 | 100 | -6 | 98 | 100 | 102 | -3 | -8 | 100 | 100 | -1

Some values from the entries so far.
CCOc1ccc(NC(=O)Cc2ccccc2)c([N+](=O)[O-])c1 in Rab2A wt mod: 98
CCn1cc(/C=C2/SC(=S)NC2=O)c(C)n1 in HRas wt GTP bind: 95
Nc1ccc(Sc2ccccc2CC(=O)O)cc1 in Rab2A wt mod: 98
Cc1ccc(S(=O)(=O)N2CCCCC2)cc1NC(=O)CSc1nncn1-c1ccccc1 in Rab7 wt modul: 95

The list goes on.
SMILES | Bim-Bcl-2 | Rac1 act GTP bind | Bcl-B Bim block | Rab2A wt mod | HRas wt GTP bind | Rab7 wt modul | Bcl-W Bim block | Bim-Bcl-XL | Cdc42 wt | Rac1 wt GTP bind | Bfl-1 Bim block
CCN(c1ccccc1)S(=O)(=O)c1ccc(C(=O)NCCCn2ccnc2)cc1 | -3 | 91 | -8 | 93 | 94 | 98 | -1 | -6 | 94 | 94 | -7
CC1CN(C(=O)Nc2ccc(Br)cc2Cl)CC(C)O1 (stereo not given) | -2 | 96 | -6 | 101 | 102 | 108 | -2 | -4 | 100 | 101 | -4
COc1ccc(N2CCN(C(=O)Cn3cnc4c3c(=O)n(C)c(=O)n4C)CC2)cc1 | 0 | 96 | -4 | 98 | 97 | 94 | 0 | 0 | 100 | 98 | 0
COc1cccc(CNC(=O)C2CCCN(c3nc4ccccc4o3)C2)c1 (stereo not given) | -11 | 98 | -1 | 98 | 99 | 94 | 5 | 5 | 102 | 99 | -10
CSc1nn(-c2ccc(C(=O)OCC(=O)NC(=O)NC(C)C)cc2)c(=S)s1 | -1 | 102 | -7 | 95 | 96 | 93 | -3 | -9 | 94 | 97 | -1
COc1ccc(C2(C(=O)NCc3ccco3)CCCC2)cc1OC | -3 | 91 | 0 | 92 | 96 | 95 | -1 | -1 | 95 | 93 | 0
CCCCC(O)CN1CCC(c2ccccc2)CC1 (stereo not given) | -9 | u | -6 | u | u | u | 0 | 0 | u | u | -11
O=C1NCCCc2nonc21 | -1 | 101 | -3 | 103 | 105 | 99 | 0 | -1 | 106 | 107 | 0
COCCSc1ccccc1C(=O)N1CCOCC1 | -6 | 93 | -1 | 94 | 95 | 99 | -4 | -2 | 91 | 96 | -4
Cc1nnc(Sc2nc3c(c(=O)[nH]c(=O)n3C)n2CCCc2ccccc2)s1 | -5 | 98 | -3 | 99 | 98 | 100 | -2 | -4 | 99 | 97 | -9

A stretch from the list above, for reference:
SMILES | Bim-Bcl-2 | Rac1 act GTP bind | Bcl-B Bim block | Rab2A wt mod | HRas wt GTP bind | Rab7 wt modul | Bcl-W Bim block | Bim-Bcl-XL | Cdc42 wt | Rac1 wt GTP bind | Bfl-1 Bim block
Cc1ccc(-c2ccc(/C=N/n3cnnc3)o2)cc1Cl | -8 | 92 | -7 | 93 | 97 | 95 | 0 | -5 | 95 | 93 | -15
O=C(O)c1c2c(nc3ccc(Cl)cc13)CCC2 | 1 | 96 | 3 | 98 | 95 | 98 | 4 | 2 | 99 | 98 | -1

Compounds were not picked by outcome; 0.62% or so of the library scored in one or more.
